High-throughput results from PubChem BioAssay.
Pf Dd2 inh: blocks in vitro growth of P. falciparum Dd2; P. falciparum Dd2 growth, SYBR Green, 72 h; Potency, µM (series often up to 28.9 µM), without a hit: at the highest dose activity, negative = inhibition, most hits filed as inhibitors; 4.3% of 120,000 active; active = well fitted inhibition curve with a large enough effect; inconclusive = small, poorly fitted or top-dose-only effect; inactive = no such curve, though single readings can be large or run the other way;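 note: plate controls were DMSO vehicle for no effect and reference drug for full effect; nearly all actives have a fitted effect of over 65% in size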
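Infected erythrocytes (Dd2, 0.3% parasitemia, 2.5% hematocrit final) are added to compound in RPMI-1640/Albumax II medium, grown 72 h at 37C in low oxygen, then lysed with saponin/Triton-X containing SYBR Green and read by fluorescence.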
An asterisk follows results filed as active; i = inactive; ? = inconclusive; [ ] = dose if it differs, or a comment. Potency is the fitted concentration of half-maximal effect. This is a subset (hit frequency here may not be typical).

SMILES	Pf Dd2 inh
O=C1NCCCCCN(C(=O)c2ccoc2)[C@H]2CCC[C@@H]12	19.2%
COC(=O)CCCNC(=O)C1c2ccccc2C(=O)N(c2ccccc2)C12CCCCC2 (stereo not drawn)	?
CN1C(=O)CC(C(=O)O)C12CCN(Cc1nn(C)c3cccc(Cl)c13)CC2 (stereo not drawn)	1.2%
COc1ccc(NC(=O)N2CCCCC2c2nc(C3CC3)n[nH]2)cc1 (stereo not drawn)	-1.1%
COCCN[C@H]1[C@@H]2OC[C@@H](O2)[C@@H](NCc2cnc3ccccc3c2)[C@@H]1O	?
Cn1ccc2c(C(=O)NCc3cccnc3)nc(-c3ccccc3)cc21	-8.4%[44.1 µM]
CCN1C(C(=O)c2ccccc2)=C(OC(=O)c2ccc(OC)cc2)c2ccccc2S1(=O)=O	-12.0%
CC(=O)NC(CO)C(=O)N1CCC(O)(c2ccc(C)cn2)CC1 (stereo not drawn)	-10.0%
Cn1nc(C(=O)N2CCCCCC2c2nnc(-c3ccccc3)o2)c2ccccc21 (stereo not drawn)	-20.7%
O=C(C1CCN(S(=O)(=O)c2ccc(Br)s2)CC1)N1CCN(c2ccc(F)cc2)CC1	-8.0%
COc1cc(NC(=O)Cn2c(=O)n(CC3CCCO3)c(=O)c3cc(OC)c(OC)cc32)cc(OC)c1 (stereo not drawn)	-13.1%
O=C(NCCn1ccn2nc(-c3ccc(F)cc3)cc2c1=O)c1cc(Cl)ccc1F	?
Fc1ccc(OCc2nc(C3CCCN3)no2)cc1 (stereo not drawn)	?
C[C@@H](NC(=O)c1ccccc1)c1onc(-c2cccnc2)c1C(=O)O	-4.7%[44.1 µM]
Fc1ccc(CCC2CCCN(Cc3nccs3)C2)cc1F (stereo not drawn)	i
Cc1ccc(NC(=O)Cn2ccn(Cc3ccc(Cl)cc3)c(=O)c2=O)cc1C	45.9%[activator]
COc1cc2c(C(=O)N3CCN(c4ccc(F)cc4)CC3)cn(CC(C)C)c(=O)c2cc1OC	10µM*
Cc1oc(-c2ccc(C(=O)Nc3cccc(C(F)(F)F)c3)cc2)nc1CSc1ccccc1	11.2µM*
CN(Cc1ccccc1)C(=O)[C@H]1O[C@H](CCN2CCN(c3ccc(F)cc3)CC2)CC[C@@H]1O	?
COc1ccccc1C(=O)N1CCc2nc(C3CC3)nc(-c3ccc(Cl)cc3)c2C1	11.2µM*
O=C(CN1C(=O)NC(c2ccc(Cl)cc2)C2=C1COC2=O)Nc1cccc(C(F)(F)F)c1 (stereo not drawn)	-27.2%
COc1ccc(S(=O)(=O)N(CCc2ccccc2)CC(=O)Nc2cc(Cl)ccc2C)cc1	?
COc1ccccc1C(=O)N1CC(Oc2ccc(-c3nc(C)no3)cc2)C1	i[5.79 µM]
Cc1[nH]c2c(F)cccc2c1CC(=O)N1CCCC2(CC1)CN(C)C(=O)O2 (stereo not drawn)	-2.1%
O=C(NCC(c1ccc2c(c1)OCO2)N1CCOCC1)c1c(F)cccc1F (stereo not drawn)	8.2%
CCOCC(=O)Nc1ccc2ncnc(N3CCCCC3)c2c1	-9.4%
CCCCNC(=O)c1cccc2c1CCN2S(=O)(=O)c1cccc(C)c1	?
OC1CCN(c2ccnc(N3CC[C@@H](c4ccc5c(c4)OCO5)[C@H](O)C3)n2)CC1	-15.3%
Cc1ccsc1-c1[nH]nc2ncc(-c3c(C)noc3C)nc12	i
COc1ccc(-n2c(=O)c3ccccc3n(CC(=O)NCCc3ccc(OC)c(OC)c3)c2=O)cc1	14.0%
COc1cccc(CNC(=O)CCC2CCN(C(=O)c3ccccc3)CC2)c1OC	-10.7%
c1ccc2sc(CCCn3cc(-c4cncnc4)nn3)nc2c1	-8.5%
O=C(NC[C@H]1C[C@@H]2CCN1C[C@@H]2CN1CCC(Cc2ccccc2)CC1)c1ccccc1	?
Cc1nc(C2(C)CCN(C(=O)CCc3cc(Cl)no3)CC2)no1	-4.5%
CO[C@@H]1COCC[C@H]1NC(=O)CCCc1nc(-c2ccccc2C)no1	-5.9%
COc1ccc(CCC(=O)NCc2nc3cccnc3n2Cc2ccccc2)cc1	-4.1%
CC(=O)Nc1cccc(C(=O)N2CCC(n3cc(-c4nc(C)no4)nn3)C2)c1 (stereo not drawn)	i
Cc1nn(-c2ccc(C(C)(C)C)cc2)c(C)c1[C@@H]1C=C[C@@H](NC(=O)CCCC(=O)O)C1	i
COc1ccccc1N1CCN(C(=O)CC[C@]23CC[C@](C)(O)C[C@H]2C(C)(C)C[C@@H]3NC(=O)c2cccnc2)CC1	i
CNC(=O)CN1C(=O)c2cccnc2Sc2ccccc21	-3.8%
CCOC(=O)c1c(NC(=O)CCCOc2ccc(C(C)(C)C)cc2)sc2c1CCC2	55.0%[activator]
Cc1nc(C2CC2)ncc1C(=O)N1CC[C@](C)(O)[C@@H](O)C1	2.7%
COCC1CN(C)CC12CCN(Cc1ccc(OC)cc1)CC2 (stereo not drawn)	i
CC(=O)Nc1cccc(-c2cc(C3=CCOCC3)c3cncn3c2)c1	i
Cc1cn2c(=O)cc(COC(=O)c3ccc(NC(=O)COc4ccc(C)c(C)c4)cc3)nc2s1	34.6%[activator]
O=C(Cn1c(=O)oc2ccccc21)NCc1ccc(Cl)cc1	6.4%
Cc1cc2c(n1-c1ccc(C(=O)NCc3ccc(OC(C)C)cc3)cc1)CCCC2	-13.4%
O=C(c1ccccc1)N1CC2(CCCN2C2COC2)Cc2ccccc21 (stereo not drawn)	-9.7%
COc1ccc(CCNC(=O)C2CC(=O)N(c3n[nH]c4ccccc34)C2)cc1OC (stereo not drawn)	-2.3%
O=C(CSc1nc(Nc2ccc(F)cc2)c2ccccc2n1)c1ccc(F)cc1	?
COc1ccc(C(=O)N[C@H]2COC[C@H]2Cc2cc(C)no2)c(F)c1F	4.3%
O=C(c1ccc2c(c1)OCO2)N1CCCC2(C1)NC(=O)N(Cc1ccc(Cl)cc1)C2=O (stereo not drawn)	i
O=C([C@@H]1C[C@H](Oc2cccnc2)CN1C(=O)c1n[nH]c2ccccc12)N1CCOCC1	-6.0%
COc1ccc([C@H]2C[C@@H](O)[C@@H](O)[C@@H]2NC(=O)c2ccc3c(c2)OCCO3)cc1	i
COc1cncc(CN2CC[C@@H]3OCC(=O)N(C(C)C)[C@H]3CC2)c1	23.5%[44.1 µM]
CC(C)CCn1c(=O)c2sccc2n2c(CCCC(=O)Nc3ccc(F)c(Cl)c3)nnc12	i
CCOc1ccc(N(C)S(=O)(=O)c2ccc3c(c2)CCCN3C(C)=O)cc1	6.0%
COc1ccc(N2CCN(C(=O)COc3ccc(-c4nnc5n4CCCC5)cc3)CC2)cc1	0.708µM*
CCN1c2cc(C(=O)NCc3cccs3)ccc2C(=O)N2CCCCC21 (stereo not drawn)	-12.7%
Cc1c(C(=O)Nc2cccc(F)c2)sc2nc(-c3cc4ccccc4oc3=O)[nH]c(=O)c12	-1.5%

2 of the compounds above, with bars between the fields:
smiles | Pf Dd2 inh
COc1ccc(C(=O)N[C@H]2COC[C@H]2Cc2cc(C)no2)c(F)c1F | 4.3%
O=C(c1ccc2c(c1)OCO2)N1CCCC2(C1)NC(=O)N(Cc1ccc(Cl)cc1)C2=O (stereo not drawn) | i

New compounds follow.
SMILES	Pf Dd2 inh
CN(C)C[C@@H]1CN(c2ncccn2)C[C@H]1NC(=O)CCn1cccn1	18.8%
COc1ccc(NC(=O)Cn2cc(C(=O)c3ccc(C)c(C)c3)c(=O)c3cc(OC)ccc32)cc1	-23.7%
COC(=O)c1sc2cccc(F)c2c1S(=O)(=O)NCc1ccc(F)cc1	5.7%
Cc1ccc([S+](=O)([O-])N(C)Cc2ccc(-c3ccccc3)cc2)cc1	-8.6%
CN(C)c1ccc(Nc2ncnc3sc4c(c23)CCCC4)cc1	i
COc1ccc(OCCCn2c(C3CC(=O)N(c4ccc(F)cc4)C3)nc3ccccc32)cc1 (stereo not drawn)	?
Cc1ccc(-c2csc(=Nc3ccc(F)cc3)n2Cc2ccc3c(c2)OCO3)cc1C	?
COc1ccc(CN2CCc3nc(Nc4ccccc4)ncc3C2)c(OC)c1OC	?
Cc1cccn2c(=O)cc(COc3cccc(NC(=O)Nc4cccc(Cl)c4)c3)nc12	i
COCC(=O)NC[C@H]1O[C@@H](CC(=O)NCCN(C)C)[C@H](O)[C@@H]1O	21.8%[44.1 µM]
CC(C)(C)c1nc(N2CCOCC2)ncc1C(=O)O	59.1%[activator]
NCCCC(=O)N1CCC2(CC1)CC(NC(=O)CN)c1ccccc12 (stereo not drawn)	-0.9%
COc1ccccc1N1CCN(C(=O)CN2C(=O)COc3ccc(S(=O)(=O)N4CCOCC4)cc32)CC1	-19.5%
Cc1ccc(C(=O)N2CCC(CCC(=O)N3CCc4ccccc4C3)CC2)cc1	i
COCC(=O)NC[C@H]1O[C@@H](CO)[C@@H](O)[C@H]1N1CCN(c2ccc(F)cc2)CC1	2.3%
CN(C)c1ccc(C(=O)N2CCN(c3cc(-c4cccs4)[nH]n3)CC2)cc1	i
COc1cccc(CNC(=O)c2[nH]c3cc(C)ccc3c2Sc2ccccc2)c1	8.5%
COC[C@@H]1CCCN1c1ncnc2c1CN(C1CCNC1)C(=O)CN2C (stereo partly drawn)	13.9%
COC(=O)c1ccc2c(c1)nc1n2[C@@H](CNS(=O)(=O)c2ccccc2)COC1	i
Cc1oc(C(O)c2cccc(O)c2)nc1C(=O)Nc1ccccc1 (stereo not drawn)	?
O=C(NCCCN1CCN(c2ccc(F)cc2)CC1)c1ccc2nc(Cc3ccccc3)oc2c1	?
COc1ccc(-c2ccc3c(c2)C(=O)N2CCN(C(=O)c4cccnc4)C[C@@H]2C(=O)N3)cc1	i
Cc1cnc(C(=O)N2CCC(N3C[C@H](O)C[C@H]3C(=O)NC3CCCCC3)CC2)cn1	9.9%
COc1cc(-n2c(=O)c3ccccc3n(Cc3cccc(Cl)c3)c2=O)cc(OC)c1OC	-14.4%
CCOc1ccc(NC(=O)Cn2c(-c3ccc(Cl)cc3)nc(C)c(CCO)c2=O)cc1	?
Cc1nccn1-c1ccc(CNC(=O)c2cn(-c3ccccc3)nn2)cc1	i
CCNc1ncc(-c2nc3cc(S(=O)(=O)NC(C)C)ccc3n2C(C)C)cn1	-11.3%
Nc1ncc(S(=O)(=O)N2CCN(c3ccccc3)CC2)cn1	62.7%[activator]
O=C1CC(c2ccccc2)N(C(=O)CNC(=O)c2n[nH]c3ccccc23)CCCCCN1 (stereo not drawn)	i
COc1cccc(C(=O)NCC2(COc3ccccc3)C[C@@H](O)[C@@H](O)C2)c1 (stereo partly drawn)	i
CC1=C[C@@H](CN2CCOCC2)[C@H](C(C)C)C[C@H]1Cc1nnc(-c2ccncc2)o1	-12.5%[44.1 µM]
CC(C)c1noc(-c2cn(C3CCCN(C(=O)c4ccccc4)C3)nn2)n1 (stereo not drawn)	?
CCOC(=O)Cc1csc(NC(=O)C2CC(=O)N(c3n[nH]c4ccccc34)C2)n1 (stereo not drawn)	-10.0%
O=C(Cc1cccc(F)c1)N1CCC(c2n[nH]c(=O)n2-c2ccccc2)CC1	33.3%[activator]
C=C[C@H]1CN2CC[C@H]1C[C@@H]2CNC(=O)c1ccc(C#N)cc1	?
O=C(NCc1cccc(F)c1)C1Cn2cccc2C(=O)N1Cc1cccnc1 (stereo not drawn)	?
CCCN(CCC)C(=O)CSc1nnc2cc(C)c3cc(C)cc(C)c3n12	?
Cc1ccc(C(=O)N2CCC3(CC2)N=C(c2ccccc2)NO3)cc1	i
CN1CCCC12Cc1ccccc1CN(S(=O)(=O)c1ccccc1)C2 (stereo not drawn)	?
COc1ccc(CC2(CO)CCN(c3cc(OC)nc(N)n3)CC2)cc1	-10.1%

2 entries from above in another layout.
SMILES | Pf Dd2 inh
Nc1ncc(S(=O)(=O)N2CCN(c3ccccc3)CC2)cn1 | 62.7%[activator]
O=C1CC(c2ccccc2)N(C(=O)CNC(=O)c2n[nH]c3ccccc23)CCCCCN1 (stereo not drawn) | i

(list continues)
SMILES	Pf Dd2 inh
COc1ccc(CN(C)C2CCCc3ccccc32)cc1 (stereo not drawn)	?
COc1ccc(NC(=O)CN(C)S(=O)(=O)c2ccc3nc(C)sc3c2)cc1Cl	10.0%
COc1ccc(C(=O)N[C@@H]2CN(C(=O)Nc3ccc(OC(F)(F)F)cc3)CCC[C@H]2O)cc1	5.01µM*
CCN1CCc2c(sc(-n3cccc3)c2C(C)NC(=O)Nc2ccc(C(=O)OC)cc2)C1 (stereo not drawn)	?
COc1ccc(Cn2cc(C(=O)c3ccc(C)cc3)c(=O)c3cc(OC)c(OC)cc32)cc1	12.6µM*
Clc1ccccc1C1(c2ccnc(C3CCCC3)n2)CCNCC1	3.98µM*
COc1ccc(N2CCN(c3nc(C(=O)N4CCC(C)CC4)cs3)CC2)cc1	?

Ordered by length of the SMILES (low to high): part of the list above
SMILES	Pf Dd2 inh
Clc1ccccc1C1(c2ccnc(C3CCCC3)n2)CCNCC1	3.98µM*
CN1CCCC12Cc1ccccc1CN(S(=O)(=O)c1ccccc1)C2 (stereo not drawn)	?
COc1ccc(CC2(CO)CCN(c3cc(OC)nc(N)n3)CC2)cc1	-10.1%
Cc1ccc(C(=O)N2CCC3(CC2)N=C(c2ccccc2)NO3)cc1	i
COc1ccc(NC(=O)CN(C)S(=O)(=O)c2ccc3nc(C)sc3c2)cc1Cl	10.0%
CCN1CCc2c(sc(-n3cccc3)c2C(C)NC(=O)Nc2ccc(C(=O)OC)cc2)C1 (stereo not drawn)	?
COc1ccc(Cn2cc(C(=O)c3ccc(C)cc3)c(=O)c3cc(OC)c(OC)cc32)cc1	12.6µM*
